Neddyl block: cullin neddylation inhibition. 0.58% of 360,000 active. calls only at 25 µM. TR-FRET cullin neddylation, biochemical; in the data active means inhibition above about 36%
MsrA inhibitor: bovine MsrA inhibition | purified bovine MsrA, absorbance read-out | inhibition, % at 15.5 µM | 0.75% of 360,000 active | AID 651718; in the data active means inhibition above about 4.5%;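 further: 0% = vehicle wells with enzyme and 100% = reference inhibitor wells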
CSN deneddyl inh: blocks human CSN-mediated cullin deneddylation; 0.38% of 360,000 active; inhibition, % at 12.5 µM; Purified CSN, SCF-Nedd8-OG deneddylation, fluorescence polarization; AID 651999;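 active means pattern-corrected inhibition above about 35%, with an unprinted fluorescence ratio check between 0.5 and 1.5, limit read from the data, passing the limit was not always enough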;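 further: 0% = enzyme with substrate and 100% = substrate without enzyme; some results filed as inactive read as strong as hits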
Target sequence (Q92905 whole entry, looked up, one chain of several): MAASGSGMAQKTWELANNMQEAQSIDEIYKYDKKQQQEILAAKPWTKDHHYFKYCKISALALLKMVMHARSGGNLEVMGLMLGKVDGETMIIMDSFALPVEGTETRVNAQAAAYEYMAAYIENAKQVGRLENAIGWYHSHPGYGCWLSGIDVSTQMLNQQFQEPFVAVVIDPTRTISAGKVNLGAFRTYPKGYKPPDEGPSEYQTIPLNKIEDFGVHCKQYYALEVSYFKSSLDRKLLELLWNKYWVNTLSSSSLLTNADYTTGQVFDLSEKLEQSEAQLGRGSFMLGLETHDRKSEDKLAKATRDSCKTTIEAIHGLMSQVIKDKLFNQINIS
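Material: purified human Csn5 enzyme expressed in HEK293T cells / Medium: Tris buffer pH 7.5, NaCl, DTT, Tween-20, trehalose, ovalbumin / Compound dosing: 12.5 µM single point / Schedule: 90 min incubation of compound, enzyme and substrate at room temperature / Signal: fluorescence polarization of the substrate / Control set: no-enzyme wells high, enzyme-with-substrate wells low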
MLLE-PAM2 inh: inhibitors of microRNA-mediated deadenylation, human PABP1 MLLE binding | 0.36% of 360,000 active | GST-MLLE / FITC-PAM2 fluorescence polarization | inhibition, % at 20 µM; in the data active means inhibition above about 35%, passing the limit was not always enough;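 further: plate controls were DMSO wells with GST-MLLE for no effect and wells lacking GST-MLLE protein for full effect; some results filed as inactive read as strong as hits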
FAS TE block: inhibitors of human fatty acid synthase thioesterase domain; P49327; recombinant FAS-TE, OMFH fluorogenic substrate, fluorescence endpoint; 0.67% of 360,000 active; inhibition, % at 15 µM;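 active means compounds whose normalised, plate-corrected inhibition of enzyme fluorescence in the single-dose primary screen is 50% or more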;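 further: 0% = DMSO with enzyme and 100% = substrate without enzyme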
Rin1-Abl PPI inh: human Rin1-Abl interaction inhibition; TR-FRET Rin1/Abl binding, biochemical; inhibition, % at 7.35 µM; 0.4% of 360,000 active; P00519+Q13671; AID 588664; in the data active means inhibition above about 5%, passing the limit was not always enough
bovine MsrA act: bovine methionine sulfoxide reductase A activation | purified bovine MsrA, absorbance read-out | activation, % at 10.6 µM | 0.3% of 360,000 active | AID 602163; in the data active means activation above about 7.5%;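 further: 0% = vehicle and 100% = reference activator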
TbMetRS inhib: blocks T. brucei methionyl-tRNA synthetase activity. AID 624268. purified T. brucei MetRS, ATP depletion, Kinase-Glo luminescence. inhibition, % at 11.9 µM. 0.4% of 360,000 active;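 active means inhibition above a per-plate cutoff of the control wells' mean inhibition plus 3 SD, cut at about 5.5% in these data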;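 further: 0% = DMSO wells median and 100% = median of wells with control inhibitor compound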
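System: purified T. brucei MetRS enzyme / Detection: Kinase-Glo luciferase luminescence reporting remaining unconsumed ATP / Medium: HEPES buffer with MgCl2, KCl, DTT, spermine, BSA, pyrophosphatase / Replication: singlicate, one well per compound / Evaluation: percent inhibition relative to median high and low control wells / Schedule: 2 h aminoacylation at 25 °C after 15 min preincubation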
E coli Lon inh: inhibitors of E. coli Lon protease. P0A9M0. purified E. coli Lon protease, fluorescence polarization. inhibition, % at 7.94 µM. 0.42% of 360,000 active. AID 602123; in the data active means inhibition above about 13%, passing the limit was not always enough;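 further: 0% = enzyme with probe and DMSO and 100% = no enzyme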
Target sequence (P0A9M0 whole entry, looked up): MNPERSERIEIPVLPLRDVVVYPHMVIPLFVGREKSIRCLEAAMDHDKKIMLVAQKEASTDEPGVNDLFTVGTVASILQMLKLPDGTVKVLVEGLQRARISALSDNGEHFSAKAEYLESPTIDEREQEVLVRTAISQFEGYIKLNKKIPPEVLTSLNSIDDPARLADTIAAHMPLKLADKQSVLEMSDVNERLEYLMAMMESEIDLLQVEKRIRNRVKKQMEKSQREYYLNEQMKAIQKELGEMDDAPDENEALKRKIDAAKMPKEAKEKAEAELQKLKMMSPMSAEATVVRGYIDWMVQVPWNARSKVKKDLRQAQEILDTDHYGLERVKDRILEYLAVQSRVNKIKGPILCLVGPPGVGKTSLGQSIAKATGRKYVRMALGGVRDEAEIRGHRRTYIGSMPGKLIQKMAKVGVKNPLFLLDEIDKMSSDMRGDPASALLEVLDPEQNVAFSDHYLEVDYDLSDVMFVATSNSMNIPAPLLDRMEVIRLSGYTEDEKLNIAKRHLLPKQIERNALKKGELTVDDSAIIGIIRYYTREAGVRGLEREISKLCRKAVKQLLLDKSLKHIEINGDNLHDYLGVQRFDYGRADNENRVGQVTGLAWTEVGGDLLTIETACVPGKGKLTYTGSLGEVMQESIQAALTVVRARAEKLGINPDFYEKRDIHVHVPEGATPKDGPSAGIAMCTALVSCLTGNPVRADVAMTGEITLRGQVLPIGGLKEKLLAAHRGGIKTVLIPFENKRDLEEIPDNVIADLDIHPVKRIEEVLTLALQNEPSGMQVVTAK
Numbers without * were called inactive.

O=C(CCC1CCCC1)NCCS(=O)(=O)N1CCN(c2ccccc2)CC1 was read as Neddyl block inactive, MsrA inhibitor 0.9, CSN deneddyl inh 1, MLLE-PAM2 inh 7, FAS TE block -1, Rin1-Abl PPI inh 3, bovine MsrA act -5, TbMetRS inhib -0.4 and E coli Lon inh -1.
O=C(CN1C(=O)NC2(CCCC2)C1=O)NNC(=O)c1ccccc1 was read as Neddyl block inactive, MsrA inhibitor -2.6, CSN deneddyl inh 7, MLLE-PAM2 inh -2, FAS TE block -7, Rin1-Abl PPI inh 1, bovine MsrA act -1, TbMetRS inhib -0.1 and E coli Lon inh 4.
For COc1cccc(CC(=O)N2CCC(n3nccc3NC(=O)C3CCOC3)CC2)c1 (centres undefined) the results were Neddyl block inactive, MsrA inhibitor -1.8, CSN deneddyl inh -5, MLLE-PAM2 inh -2, FAS TE block -10, Rin1-Abl PPI inh 0, bovine MsrA act -5, TbMetRS inhib -0.8 and E coli Lon inh -2.
For COC(=O)Cc1ccc(OCC(=O)NC2CCCC2)cc1 the results were Neddyl block inactive, MsrA inhibitor -0.8, CSN deneddyl inh 8, MLLE-PAM2 inh 1, FAS TE block -8, Rin1-Abl PPI inh 5, bovine MsrA act -1, TbMetRS inhib -0.1 and E coli Lon inh 1.
Screening NC(CO)c1cn([C@@H](CCC(=O)O)C(=O)N2CCNCC2)nn1 (some centres undefined) returned Neddyl block inactive, MsrA inhibitor 0.6, CSN deneddyl inh 0, MLLE-PAM2 inh -4, FAS TE block -2, Rin1-Abl PPI inh 1, bovine MsrA act -4, TbMetRS inhib -0.4 and E coli Lon inh -9.
COc1ccc(C(=O)NNC(=O)CSc2nnnn2-c2cc(OC)cc(OC)c2)cc1 was read as Neddyl block inactive, MsrA inhibitor 0.2, CSN deneddyl inh -4, MLLE-PAM2 inh -16, FAS TE block -1, Rin1-Abl PPI inh 3, bovine MsrA act -7, TbMetRS inhib -0.7 and E coli Lon inh -13.
For CC(=O)N1CCN(C(=S)c2ccc(Cl)cc2)CC1 the results were Neddyl block inactive, MsrA inhibitor -0.8, CSN deneddyl inh -4, MLLE-PAM2 inh 23, FAS TE block -2, Rin1-Abl PPI inh -1, bovine MsrA act -5, TbMetRS inhib -0.2 and E coli Lon inh 3.
Screening O=C1NCCCCC1NS(=O)(=O)c1ccc(Cl)cc1 (centres undefined) returned Neddyl block inactive, MsrA inhibitor -0.4, CSN deneddyl inh 2, MLLE-PAM2 inh -3, FAS TE block -5, Rin1-Abl PPI inh -1, bovine MsrA act -2, TbMetRS inhib -0.3 and E coli Lon inh 10.
`CC(C)(C)C(=O)Nc1nnc(SCc2cccc(F)c2)s1` gave Neddyl block inactive, MsrA inhibitor 0.5, CSN deneddyl inh 4, MLLE-PAM2 inh -6, FAS TE block 2, Rin1-Abl PPI inh 1, bovine MsrA act -1, TbMetRS inhib -0.7 and E coli Lon inh 9.
O=S(=O)(c1ccccc1)c1nnn2c1nc(NC1CCN(Cc3ccccc3)CC1)c1cc(Cl)ccc12 was read as Neddyl block inactive, MsrA inhibitor -0.8, CSN deneddyl inh 0, MLLE-PAM2 inh -7, FAS TE block 80*, Rin1-Abl PPI inh -6, bovine MsrA act -2, TbMetRS inhib 0.7 and E coli Lon inh -10.
For CCCCc1nc2n[nH]c(N)c2c2c1CSC(C)(C)C2 the results were Neddyl block inactive, MsrA inhibitor 0.7, CSN deneddyl inh -1, MLLE-PAM2 inh 8, FAS TE block -6, Rin1-Abl PPI inh 0, bovine MsrA act -2, TbMetRS inhib -0.7 and E coli Lon inh 2.
`COc1ccc(CCC(=O)N2CCN(S(=O)(=O)c3cccc(C(F)(F)F)c3)CC2)cc1OC` gave Neddyl block inactive, MsrA inhibitor -0.1, CSN deneddyl inh -5, MLLE-PAM2 inh -3, FAS TE block -6, Rin1-Abl PPI inh 2, bovine MsrA act -11, TbMetRS inhib -0.2 and E coli Lon inh -12.
`O=C(NCCSc1ccccc1)c1cncc(Br)c1` gave Neddyl block inactive, MsrA inhibitor 0.8, CSN deneddyl inh 3, MLLE-PAM2 inh -1, FAS TE block -2, Rin1-Abl PPI inh 0, bovine MsrA act -2, TbMetRS inhib -0.2 and E coli Lon inh -7.
`Cc1ccc(O)c(-c2cc(-c3cccc(F)c3)n[nH]2)c1` gave Neddyl block inactive, MsrA inhibitor -0.3, CSN deneddyl inh -2, MLLE-PAM2 inh 0, FAS TE block 17, Rin1-Abl PPI inh 2, bovine MsrA act 0, TbMetRS inhib -0.3 and E coli Lon inh 15.
OC(COc1ccc(OCc2ccccc2)cc1)CN1CCCCC1 (centres undefined) was read as Neddyl block inactive, MsrA inhibitor -0.5, CSN deneddyl inh 3, MLLE-PAM2 inh -4, FAS TE block -7, Rin1-Abl PPI inh -3, bovine MsrA act -2, TbMetRS inhib -0.2 and E coli Lon inh -6.
COc1ccc(/C=N/N=C2/NC(=O)C(CC(=O)O)S2)cc1OCc1ccccc1Cl (centres undefined) was read as Neddyl block inactive, MsrA inhibitor 6.5*, CSN deneddyl inh -13, MLLE-PAM2 inh -120, FAS TE block -9, Rin1-Abl PPI inh -2, bovine MsrA act -10, TbMetRS inhib -0.6 and E coli Lon inh 4.
`COc1cc(NS(=O)(=O)c2ccc(NC(=O)CN3C(=O)c4ccccc4C3=O)cc2)nc(OC)n1` gave Neddyl block inactive, MsrA inhibitor -0.6, CSN deneddyl inh -1, MLLE-PAM2 inh 4, FAS TE block -7, Rin1-Abl PPI inh 3, bovine MsrA act -5, TbMetRS inhib -0.2 and E coli Lon inh 12.
For CCN(CC)CCC(C)OC(=O)c1ccc(O)cc1O (centres undefined) the results were Neddyl block inactive, MsrA inhibitor 0.8, CSN deneddyl inh 2, MLLE-PAM2 inh -4, FAS TE block 0, Rin1-Abl PPI inh 4, bovine MsrA act -3, TbMetRS inhib 0.8 and E coli Lon inh -3.
Screening Cc1ccc(S(=O)(=O)NC(=O)NCc2ccc(F)cc2)cc1 returned Neddyl block inactive, MsrA inhibitor -1.5, CSN deneddyl inh -6, MLLE-PAM2 inh -11, FAS TE block -4, Rin1-Abl PPI inh 0, bovine MsrA act 4, TbMetRS inhib -0.2 and E coli Lon inh 0.
`COc1ccccc1-n1c(=O)c2c3c(sc2n2c(SC(C)C)nnc12)CCC3` gave Neddyl block inactive, MsrA inhibitor -0.3, CSN deneddyl inh -1, MLLE-PAM2 inh -141, FAS TE block -2, Rin1-Abl PPI inh 0, bovine MsrA act -3, TbMetRS inhib -0.8 and E coli Lon inh 3.

Three entries drawn at random from those above:
`Cc1ccc(O)c(-c2cc(-c3cccc(F)c3)n[nH]2)c1` gave Neddyl block inactive, MsrA inhibitor -0.3, CSN deneddyl inh -2, MLLE-PAM2 inh 0, FAS TE block 17, Rin1-Abl PPI inh 2, bovine MsrA act 0, TbMetRS inhib -0.3 and E coli Lon inh 15.
O=S(=O)(c1ccccc1)c1nnn2c1nc(NC1CCN(Cc3ccccc3)CC1)c1cc(Cl)ccc12 was read as Neddyl block inactive, MsrA inhibitor -0.8, CSN deneddyl inh 0, MLLE-PAM2 inh -7, FAS TE block 80*, Rin1-Abl PPI inh -6, bovine MsrA act -2, TbMetRS inhib 0.7 and E coli Lon inh -10.
`O=C(NCCSc1ccccc1)c1cncc(Br)c1` gave Neddyl block inactive, MsrA inhibitor 0.8, CSN deneddyl inh 3, MLLE-PAM2 inh -1, FAS TE block -2, Rin1-Abl PPI inh 0, bovine MsrA act -2, TbMetRS inhib -0.2 and E coli Lon inh -7.

The list goes on.
CCOc1ccc(Nc2cc(C)nc(N3CCOCC3)n2)cc1 was read as Neddyl block inactive, MsrA inhibitor 1.2, CSN deneddyl inh 4, MLLE-PAM2 inh -14, FAS TE block -1, Rin1-Abl PPI inh -5, bovine MsrA act 3, TbMetRS inhib 0.0 and E coli Lon inh 2.
`O=C(CSc1nc2ccccc2[nH]1)NCc1ccccc1` gave Neddyl block inactive, MsrA inhibitor 0.2, CSN deneddyl inh 3, MLLE-PAM2 inh 0, FAS TE block -6, Rin1-Abl PPI inh 2, bovine MsrA act -3, TbMetRS inhib 0.6 and E coli Lon inh 2.
CCC(O)CNc1nc(-n2nc(C)cc2C)nc2sc3c(c12)CC(C)(C)OC3 (centres undefined) was read as Neddyl block inactive, MsrA inhibitor -1.2, CSN deneddyl inh 4, MLLE-PAM2 inh -1, FAS TE block 4, Rin1-Abl PPI inh -2, bovine MsrA act -2, TbMetRS inhib -0.1 and E coli Lon inh 3.
O=C1CC(c2ccccc2)n2nc(NS(=O)(=O)c3ccccc3)nc2N1 (centres undefined) was read as Neddyl block inactive, MsrA inhibitor 0.8, CSN deneddyl inh 0, MLLE-PAM2 inh -1, FAS TE block -9, Rin1-Abl PPI inh 0, bovine MsrA act -2, TbMetRS inhib -0.6 and E coli Lon inh 1.
Screening COc1cccc(CNc2cc(C)ccn2)c1O returned Neddyl block inactive, MsrA inhibitor 0.2, CSN deneddyl inh 0, MLLE-PAM2 inh 3, FAS TE block -2, Rin1-Abl PPI inh 1, bovine MsrA act -1, TbMetRS inhib 0.6 and E coli Lon inh -1.
O=C1CC(c2ccccc2)CCc2sccc2N1 (centres undefined) was read as Neddyl block inactive, MsrA inhibitor -0.2, CSN deneddyl inh 4, MLLE-PAM2 inh -5, FAS TE block -12, Rin1-Abl PPI inh -1, bovine MsrA act -2, TbMetRS inhib -0.7 and E coli Lon inh -5.
Screening COc1ccccc1CCc1nnc(CCC(=O)NCC[C@@H]2C[C@@H]3C=C[C@H]2C3)o1 returned Neddyl block inactive, MsrA inhibitor 0.0, CSN deneddyl inh 13, MLLE-PAM2 inh 15, FAS TE block -3, Rin1-Abl PPI inh 1, bovine MsrA act -8, TbMetRS inhib -1.1 and E coli Lon inh 5.
For O=c1c2ccccc2nc2n1C(CSCc1ccccc1)CS2 (centres undefined) the results were Neddyl block inactive, MsrA inhibitor 1.8, CSN deneddyl inh 1, MLLE-PAM2 inh 0, FAS TE block -4, Rin1-Abl PPI inh 6, bovine MsrA act -4, TbMetRS inhib 0.6 and E coli Lon inh -5.
Cc1nn(C(C)C(=O)NC(C)CCc2ccccc2)c(=O)c2cc3occc3n12 (centres undefined) was read as Neddyl block inactive, MsrA inhibitor -0.2, CSN deneddyl inh 3, MLLE-PAM2 inh 9, FAS TE block 5, Rin1-Abl PPI inh 1, bovine MsrA act -2, TbMetRS inhib 0.0 and E coli Lon inh 2.
Screening COc1ccc(OC)c(NC(=O)c2ccc(OC3CSC3)cc2)c1 returned Neddyl block inactive, MsrA inhibitor -0.4, CSN deneddyl inh 0, MLLE-PAM2 inh -1, FAS TE block 15, Rin1-Abl PPI inh -7, bovine MsrA act -3, TbMetRS inhib -0.4 and E coli Lon inh 12.
O=C(C=C(C(=O)c1ccccc1)c1ccccc1)c1ccccc1 was read as Neddyl block inactive, MsrA inhibitor 0.5, CSN deneddyl inh 6, MLLE-PAM2 inh 5, FAS TE block 18, Rin1-Abl PPI inh -2, bovine MsrA act -5, TbMetRS inhib -0.4 and E coli Lon inh -6.
Cc1ccc(/C=C/S(=O)(=O)NCCC(=O)NCc2ccc(F)cc2)cc1 was read as Neddyl block inactive, MsrA inhibitor 1.0, CSN deneddyl inh -4, MLLE-PAM2 inh -4, FAS TE block -2, Rin1-Abl PPI inh 4, bovine MsrA act -2, TbMetRS inhib -0.2 and E coli Lon inh -5.
COc1ccc(NS(=O)(=O)c2ccc(C)c(C(=O)NCCCN3CCCC3=O)c2)cc1 was read as Neddyl block inactive, MsrA inhibitor -0.5, CSN deneddyl inh 3, MLLE-PAM2 inh -7, FAS TE block -6, Rin1-Abl PPI inh 3, bovine MsrA act -7, TbMetRS inhib 0.1 and E coli Lon inh -10.

Screening results: PubChem, several laboratories
